Source: PubChem (Broad Institute)
CASP6 VEID inh: caspase-6 (human) enzyme inhibition; P55212; purified caspase-6, Z-VEID-R110 cleavage fluorescence; inhibition, % at 12.5 µM; 350,000 compounds, 0.53% hits; AID 686996;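 active = mean inhibition across replicates at least about 35%, with every replicate also reaching that limit, limit read from the data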;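 also: 0% = median of neutral control wells and 100% = no fluorescence left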
PglD DTNB: inhibitors of Campylobacter jejuni PglD acetyltransferase; purified PglD enzyme, DTNB colorimetric CoA detection; inhibition, % at 12.5 µM; 360,000 compounds, 0.098% hits; AID 602405; in the data active = inhibition above about 16%, passing the limit was not always enough; also: strong numbers were not always called active
ARNT TACC3 PPI: disrupts binding between human ARNT and TACC3; Q9Y6A5; AlphaScreen His-ARNT PAS-B/GST-TACC3 binding, luminescence; TACC3 fragment carries E629A point mutation; inhibition, % at 9.99 µM; 390,000 compounds, 0.66% hits; AID 623870;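 active = mean inhibition of replicates at least 50% and at least half of replicates each reaching 50%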;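 also: 0% = complete ARNT plus TACC3 wells and 100% = ARNT alone without TACC3; many hits fall short of the cut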
RAD52 inh: blocks human RAD52 DNA annealing. 360,000 compounds, 0.46% hits. inhibition, % at 18.7 µM. AID 651710. recombinant RAD52 DNA annealing, FRET fluorescence. P43351;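 active = every replicate showing at least 50% inhibition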
Target sequence (P43351 whole entry, looked up): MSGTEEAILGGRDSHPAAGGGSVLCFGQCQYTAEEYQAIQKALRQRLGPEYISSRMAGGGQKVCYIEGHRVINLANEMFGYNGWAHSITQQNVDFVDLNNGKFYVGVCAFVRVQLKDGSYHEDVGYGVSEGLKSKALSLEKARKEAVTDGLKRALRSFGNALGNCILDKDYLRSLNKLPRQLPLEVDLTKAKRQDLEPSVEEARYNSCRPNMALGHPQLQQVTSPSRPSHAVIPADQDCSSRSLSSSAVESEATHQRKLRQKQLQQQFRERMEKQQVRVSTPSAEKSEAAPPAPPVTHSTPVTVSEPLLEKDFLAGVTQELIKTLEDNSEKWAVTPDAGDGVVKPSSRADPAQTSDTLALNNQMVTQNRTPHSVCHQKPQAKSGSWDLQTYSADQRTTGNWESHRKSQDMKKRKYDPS
RAD54 inh: RAD54 (human) branch migration inhibition; Q92698; RAD54 Holliday junction branch migration, FAM/BHQ fluorescence; inhibition, % at 10.4 µM; 360,000 compounds, 0.14% hits; AID 602329;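 active = mean normalized replicate activity at least 40 and at least half of replicates scoring 40 or more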;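 also: 0% = median of neutral control wells and 100% = median of positive control wells; inhibitors cause a drop in the FAM fluorescence signal; in these data hits start at about 50%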
esBAF inh: inhibitors of esBAF chromatin remodeling in mouse ES cells. 350,000 compounds, 2% hits. Bmi1-luciferase knock-in reporter, 24 h; 100% = twice the neutral-well signal. reporter increase, % at 12.5 µM; in the data active = activation above about 40%;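 also: 0% = median of the plate's neutral control wells and 100% = double that signal; a rise in the Bmi1 reporter signal indicates esBAF inhibition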
ERp5 inh: blocks human ERp5 reductase activity on insulin; ERp5 insulin aggregation, absorbance 650 nm, 90 min; inhibition, % at 9.99 µM; 350,000 compounds, 0.05% hits; AID 651711;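 active = mean replicate inhibition above about 25%, with every replicate also reaching it, limit read from the data, passing the limit was not always enough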
Target sequence (Q15084 whole entry, looked up): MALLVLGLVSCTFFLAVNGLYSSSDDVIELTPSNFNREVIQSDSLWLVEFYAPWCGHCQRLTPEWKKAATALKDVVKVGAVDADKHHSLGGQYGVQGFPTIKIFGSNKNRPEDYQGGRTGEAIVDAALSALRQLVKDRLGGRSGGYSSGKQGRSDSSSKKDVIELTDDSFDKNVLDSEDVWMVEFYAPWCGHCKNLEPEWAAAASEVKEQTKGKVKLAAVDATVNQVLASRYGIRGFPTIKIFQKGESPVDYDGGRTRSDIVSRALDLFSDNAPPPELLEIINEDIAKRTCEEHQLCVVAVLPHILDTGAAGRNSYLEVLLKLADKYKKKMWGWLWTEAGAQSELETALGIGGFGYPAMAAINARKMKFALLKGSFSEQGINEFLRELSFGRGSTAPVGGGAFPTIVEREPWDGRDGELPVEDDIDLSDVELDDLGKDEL
E-sel inducer: E-selectin induction on HUVECs; 260,000 compounds, 0.37% hits; P16581; AID 686992; HUVEC E-selectin immunofluorescence imaging; normalized: neutral wells 0, TNF-alpha wells 100; activation, % at 7.58 µM;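 active = mean E-selectin-positive cell signal at least 10% of the positive control, reached in at least 60% of replicates, without over 20% cell loss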;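 also: in these data hits start at about 27%; measured in HUVEC primary endothelial cells; signal is the percent of cells scored E-selectin positive by PE staining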
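Test system: HUVEC; input: 3,000 HUVEC/well; measured by: immunofluorescence imaging; read-out: % PE-positive cells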
* = called active by the depositor; · = no result given.

Every second line gives: CASP6 VEID inh | PglD DTNB | ARNT TACC3 PPI | RAD52 inh | RAD54 inh | esBAF inh | ERp5 inh | E-sel inducer
C[C@@H]1CN([C@H](C)CO)C(=O)Cc2cc(NS(=O)(=O)c3cn(C)cn3)ccc2O[C@@H]1CN(C)Cc1ccc(Oc2ccccc2)cc1
    8 | 2 | 0 | -6 | 0 | -2 | 1 | 0.0
COc1ccc(S(=O)(=O)n2c(N)nc3ccccc32)cc1
    -1 | -118 | · | -4 | 20 | 6 | 3 | -1.1
Cn1cccc1C(=O)OCC(=O)c1ccc(Br)s1
    -1 | · | 6 | -16 | · | · | 1 | -0.5
CCC(CC)NC(=O)CO/N=C/c1ccc(Cl)cc1Cl
    -3 | · | -11 | -11 | · | · | 0 | 4.2
COc1ccc([C@@H](OC(=O)Nc2ccc(SC)cc2)[C@@H](CCO)OC)cc1O
    3 | -2 | 9 | 10 | -13 | · | -3 | ·
CCc1ccc(Cn2ncc3c(C(=O)O)cc(C)nc32)cc1
    1 | 0 | 1 | -9 | 3 | 0 | -3 | ·
O=C(Cc1cccnc1)N1CC(=O)N2[C@H](CO)[C@@H](c3ccc(C#CC4CCCC4)cc3)[C@@H]2C1
    3 | · | · | -10 | · | · | 2 | 0.0
CO[C@@H]1CN(C)C(=O)c2ccc(NC(=O)c3cccc(F)c3)cc2OC[C@H](C)N(C(C)=O)C[C@@H]1C
    4 | -1 | -10 | -7 | 6 | -1 | -2 | -0.2
Cc1nc2ccc(NC(=O)c3ccccc3)cc2s1
    -1 | · | -3 | -222 | · | · | -2 | 0.3
O=C(C[C@H]1C=C[C@H](NC(=O)NC2CCCCC2)[C@@H](CO)O1)NCc1ccc(F)cc1
    1 | 1 | -2 | 4 | -18 | 0 | -1 | -0.1
C[C@H]1CN([C@@H](C)CO)S(=O)(=O)c2ccc(-c3cccnc3)cc2O[C@H]1CN(C)C(=O)NC1CCCC1
    2 | 2 | -2 | 12 | 5 | 1 | 8 | -2.9
COc1ccccc1N1CCN(S(=O)(=O)CC23CCC(CC2=O)C3(C)C)CC1 (centres undefined)
    · | 4 | -3 | · | 2 | 5 | · | ·
Cc1n[nH]c(C)c1Cc1ccc(C(=O)O)cc1
    · | -2 | 0 | · | 9 | -1 | · | ·
C[C@H]1CN([C@@H](C)CO)C(=O)c2cc(-c3ccc(C#N)cc3)cnc2O[C@@H]1CN(C)C(=O)Nc1ccccc1
    -1 | -3 | 2 | 11 | 6 | 4 | -2 | -0.1
Cc1nn(-c2ccc(C(=O)OC(C)C)cc2)c(C)c1[N+](=O)[O-]
    -5 | · | 26 | -4 | · | · | 8 | -0.1
O=C(CSc1nnc(C2CC2)n1CC1CCCO1)Nc1ccccc1Cl (centres undefined)
    -1 | 1 | · | -12 | 4 | -2 | 2 | ·
Cc1ccc(CN2CC(C(=O)N3CC(C)CC(C)C3)CC2=O)cc1 (centres undefined)
    -161 | -3 | -1 | 0 | 4 | 2 | 3 | ·
Cc1cc(/C=C2/NC(=O)NC2=O)c(C)n1-c1ccc(N2CCOCC2)cc1
    -3 | 0 | 9 | -5 | 5 | 0 | -3 | ·
Cn1cnnc1SCC(=O)OCN1C(=O)c2ccccc2C1=O
    · | -20 | -4 | · | -1 | 1 | · | ·
COc1ccccc1NC(=O)COC(=O)c1ccc2c(c1)OCCO2
    3 | -3 | -6 | 2 | -1 | 10 | -9 | 0.0

Arranged by count of non-hydrogen atoms (descending): 16 of the compounds above.
Every second line gives: CASP6 VEID inh | PglD DTNB | ARNT TACC3 PPI | RAD52 inh | RAD54 inh | esBAF inh | ERp5 inh | E-sel inducer
C[C@@H]1CN([C@H](C)CO)C(=O)Cc2cc(NS(=O)(=O)c3cn(C)cn3)ccc2O[C@@H]1CN(C)Cc1ccc(Oc2ccccc2)cc1
    8 | 2 | 0 | -6 | 0 | -2 | 1 | 0.0
C[C@H]1CN([C@@H](C)CO)C(=O)c2cc(-c3ccc(C#N)cc3)cnc2O[C@@H]1CN(C)C(=O)Nc1ccccc1
    -1 | -3 | 2 | 11 | 6 | 4 | -2 | -0.1
CO[C@@H]1CN(C)C(=O)c2ccc(NC(=O)c3cccc(F)c3)cc2OC[C@H](C)N(C(C)=O)C[C@@H]1C
    4 | -1 | -10 | -7 | 6 | -1 | -2 | -0.2
O=C(Cc1cccnc1)N1CC(=O)N2[C@H](CO)[C@@H](c3ccc(C#CC4CCCC4)cc3)[C@@H]2C1
    3 | · | · | -10 | · | · | 2 | 0.0
COc1ccccc1N1CCN(S(=O)(=O)CC23CCC(CC2=O)C3(C)C)CC1 (centres undefined)
    · | 4 | -3 | · | 2 | 5 | · | ·
Cc1cc(/C=C2/NC(=O)NC2=O)c(C)n1-c1ccc(N2CCOCC2)cc1
    -3 | 0 | 9 | -5 | 5 | 0 | -3 | ·
O=C(CSc1nnc(C2CC2)n1CC1CCCO1)Nc1ccccc1Cl (centres undefined)
    -1 | 1 | · | -12 | 4 | -2 | 2 | ·
COc1ccccc1NC(=O)COC(=O)c1ccc2c(c1)OCCO2
    3 | -3 | -6 | 2 | -1 | 10 | -9 | 0.0
Cc1ccc(CN2CC(C(=O)N3CC(C)CC(C)C3)CC2=O)cc1 (centres undefined)
    -161 | -3 | -1 | 0 | 4 | 2 | 3 | ·
Cn1cnnc1SCC(=O)OCN1C(=O)c2ccccc2C1=O
    · | -20 | -4 | · | -1 | 1 | · | ·
CCc1ccc(Cn2ncc3c(C(=O)O)cc(C)nc32)cc1
    1 | 0 | 1 | -9 | 3 | 0 | -3 | ·
COc1ccc(S(=O)(=O)n2c(N)nc3ccccc32)cc1
    -1 | -118 | · | -4 | 20 | 6 | 3 | -1.1
CCC(CC)NC(=O)CO/N=C/c1ccc(Cl)cc1Cl
    -3 | · | -11 | -11 | · | · | 0 | 4.2
Cc1nc2ccc(NC(=O)c3ccccc3)cc2s1
    -1 | · | -3 | -222 | · | · | -2 | 0.3
Cn1cccc1C(=O)OCC(=O)c1ccc(Br)s1
    -1 | · | 6 | -16 | · | · | 1 | -0.5
Cc1n[nH]c(C)c1Cc1ccc(C(=O)O)cc1
    · | -2 | 0 | · | 9 | -1 | · | ·

Next entries
Every second line gives: CASP6 VEID inh | PglD DTNB | ARNT TACC3 PPI | RAD52 inh | RAD54 inh | esBAF inh | ERp5 inh | E-sel inducer
Cc1ccc(-n2c(C)cc(C(=O)CN3CCOCC3)c2C)cc1
    -3 | 8 | -7 | -13 | 5 | 33 | 1 | -0.2
Cc1ccc(NC(=O)CSc2nc(O)cc(=O)n2C)cc1
    · | -7 | -5 | · | 5 | -7 | · | ·
O=C(CCC(=O)Nc1ccccc1)NNS(=O)(=O)c1ccccc1[N+](=O)[O-]
    1 | -3 | -1 | -5 | -1 | 0 | -4 | 3.2
CCOC(=O)C1CCN(C(=O)c2ccccc2CCc2ccccc2)CC1
    2 | -5 | 2 | -9 | -8 | 4 | -1 | 0.4
CCOc1ccc(OCc2ccc(C(=O)N3CCCC(C)C3)cc2)cc1 (centres undefined)
    3 | · | · | -8 | · | · | -3 | -2.1
CO[C@H]1CN(C)C(=O)c2cc(NS(C)(=O)=O)ccc2OC[C@@H](C)N(Cc2ccccc2)C[C@H]1C
    3 | -13 | -2 | 0 | 2 | 2 | -7 | 0.0
O=C(Cc1ccccc1)NN1C(=O)c2ccccc2C1=O
    0 | · | -1 | -5 | · | · | 4 | 1.6
COc1ccc(C)cc1Cn1nnc2ccccc21
    -1 | -1 | -2 | -1 | 6 | 6 | 4 | 0.2
Cc1nc2ccccn2c1C(=O)NC1CCCC1
    -5 | 0 | -9 | -12 | -10 | -1 | 5 | -0.1
CCCNC(=O)N1CC2(C1)[C@H](c1ccccc1)[C@@H](CO)N2Cc1cccc(Cl)c1
    -1 | · | · | 5 | · | · | -7 | -0.1
COc1ccc(Nc2nc(N)c3ccccc3n2)c(OC)c1
    -1 | -1 | 7 | 39 | 25 | -10 | 4 | ·
COc1ccc(C)cc1-n1nnnc1SCc1cn2ccsc2n1
    · | 3 | -6 | · | -2 | -2 | · | ·
COc1ccc(/C=C2\SC(=S)N(CCC(=O)Nc3ccc(O)cc3)C2=O)cc1
    -1 | 1 | 1 | -22 | -11 | 0 | -2 | ·
C=CCNc1nc(NCc2ccc(NC(C)=O)cc2)c2sc(-c3ccccc3)cc2n1
    -1 | 4 | · | -32 | -8 | 66* | 4 | 1.2
CCOC(=O)C1=C(c2ccccc2)N2CCS(=O)(=O)N=C2S1
    · | -3 | -9 | · | 6 | 5 | · | ·
CCC1CCc2sc(C(=O)N(C)CC(=O)Nc3ccc(N4CCOCC4)cc3)cc2C1 (centres undefined)
    1 | -2 | 5 | -14 | 5 | 7 | -5 | ·
O=C(c1ccc2nccnc2c1)N1CCCC(Nc2ccc(F)c(F)c2)C1 (centres undefined)
    2 | 3 | -3 | -9 | -4 | · | -21 | -0.3
CCCC(=O)N1C[C@@H]2[C@H](c3ccccc31)[C@@H](CO)N2C(=O)CC1CC1
    · | 1 | -10 | · | 5 | 10 | · | 1.2
O=C(Nc1ccccc1)N1CCCN(c2nccc(C(F)(F)F)n2)CC1
    -1 | 2 | 4 | -8 | 10 | -2 | 6 | 0.3
O=C(NCc1ccco1)c1cc(C(=O)C2CCCCC2)c[nH]1
    · | -10 | -6 | · | 3 | 17 | · | ·
CCc1ccccc1NC(=O)COC(=O)C1CC(=O)N(c2ccc(F)cc2)C1 (centres undefined)
    · | 0 | 4 | · | 4 | 2 | · | ·
CN(CC(=O)Nc1ccc(F)c(F)c1F)C(=O)CC1CCCCC1
    -47 | -3 | 3 | -20 | 8 | 2 | -2 | ·
N[C@H]1CC[C@H](CCn2cc(-c3ccccn3)nn2)O[C@@H]1CO
    1 | -9 | 77* | 27 | 8 | 1 | -1 | -0.1
COc1cc(Br)c(CNc2cc(C)ccc2C)cc1OC
    2 | 2 | 0 | -14 | -6 | 10 | 0 | 0.3
Cc1ccc(CNC(=O)c2cccc3c2C(=O)c2ccc(N4CCCCC4)cc2S3(=O)=O)cc1
    -4 | -3 | -6 | -364 | -29 | 31 | 10 | 0.1
CC(C)CC(c1nnnn1Cc1ccccc1)N1CCC(C(N)=O)CC1 (centres undefined)
    · | 2 | -5 | · | -2 | -1 | · | ·
CN1C(=O)c2cc(NS(=O)(=O)c3ccc(Cl)cc3)ccc2OC[C@H]2O[C@@H](CC(=O)O)CC[C@H]21
    0 | -1 | 4 | 10 | 2 | 3 | 0 | 0.0
COc1cc(-c2cc(OC)c(O)c(OC)c2)cc(OC)c1O
    1 | 2 | 1 | -8 | 1 | -2 | -3 | 0.1
N#CCCN1CCN(Cc2ccccc2)CCC1=O
    · | -6 | -5 | -8 | -17 | 2 | 4 | -0.2
COc1cccc(N2CCN(c3ccc4nnc(CCC(=O)N5CCN(C)CC5)n4n3)CC2)c1
    -13 | 3 | 1 | 7 | -8 | 3 | -3 | ·
CO[C@H]1CN(C)C(=O)c2ccc(NC(=O)C3CC3)cc2OC[C@H](C)N(CCC(F)(F)F)C[C@H]1C
    6 | 1 | -6 | 29 | -5 | 2 | -2 | -0.1
COCCNC(=O)COc1ccccc1Cl
    · | -2 | -2 | · | -4 | 5 | · | ·
O=C(Nc1ccc(F)cc1)c1c(Cl)nc2ccccn12
    2 | 4 | -6 | -6 | -6 | 50* | 0 | ·
CCN(CC)C(=O)Cc1cc(C(=O)O)c2ccccc2n1
    · | 4 | -1 | · | 4 | -5 | · | ·
CCOC(=O)CNC(=S)N(CCCN1CCN(C)CC1)Cc1cccs1
    · | -1 | -45 | -6 | 8 | -7 | 1 | 0.0
